# Source: PubChem BioAssay (several laboratories)
# TRPC4 block: TRPC4 (mouse) channel inhibition; HEK293 TRPC4beta/mu-opioid, DAMGO-evoked Fluo4 calcium flux; hits give low values; Q9QUQ5; B-score at 10 µM; 0.39% of 300,000 active;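 active = B-score over 3 SD under the library average, no early fluorescence shift, positive overall ratio signal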
#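 Assay system – HEK293 line stably carrying TRPC4beta and mu-opioid receptor · Doses – single dose · Detection – Fluo4 calcium-dye fluorescence, kinetic read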
# TRPC6 inh: blocks the mouse TRPC6 cation channel; AID 2553; Q61143; 1.1% of 310,000 active; HEK293-TRPC6, membrane potential dye, ACh-evoked depolarization; hits give low values; B-score at 10 µM;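 active = B-score under library mean minus 3 SD, initial fluorescence not abnormally high, positive integrated signal ratio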;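 note: B-score derived from integrated fluorescence ratio over the kinetic read; more negative B-score means stronger inhibition of depolarization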
# TRPC4 PAM: allosteric potentiators of mouse TRPC4 channel; Q9QUQ5; HEK293 TRPC4beta/mu-opioid, DAMGO EC20, Fluo-4 Ca2+ flux; hits give high values; B-score at 10 µM; 0.42% of 310,000 active;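 active = B-score of calcium response area above 5 SD of library B-scores, with initial fluorescence ratio within 5 SD of library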;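 note: B-score of integrated fluorescence ratio over time as area under calcium response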
# aSyn UTR inh: MLPCN primary screen, SNCA 5' untranslated region; inhibition, % (tested at 7.5 µM); alpha-synuclein 5'UTR reporter, inhibitor activity; 0.82% of 300,000 active; in the data active = inhibition above about 60%;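 note: H4 neuroglioblastoma cells stably carrying SNCA 5'UTR luciferase fusion; 0% = DMSO wells and 100% = positive control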
# TRPC4 act: TRPC4 (mouse) channel activation | Q9QUQ5 | HEK293 TRPC4beta/mu-opioid, Fluo4 calcium fluorescence; hits give high values | B-score at 10 µM | 0.49% of 310,000 active | AID 2237;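 active = B-score above 5 SD of library B-scores, and initial fluorescence ratio not above library mean plus 5 SD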;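 note: positive B-score marks a calcium rise read as TRPC4 activation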
#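 System: HEK293 cells stably co-expressing mouse TRPC4beta and mu-opioid receptor; Schedule: Fluo4 dye loading 45 min at room temperature, 110 s recording; Detection: Fluo4 fluorescence, kinetic; Evaluation: B-scored integrated calcium fluorescence ratio; Controls: buffer (low) and maximal DAMGO (high).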
# TRPC6 activator: activates the mouse TRPC6 cation channel. AID 2550. B-score at 10 µM. HEK293-TRPC6 membrane potential dye fluorescence; hits give high values. 0.13% of 310,000 active;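 active = B-score of the integrated fluorescence ratio above library mean plus 3 SD, and starting fluorescence ratio within library mean plus 5 SD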;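 note: higher score means more depolarization so channel activation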
# MrgX1 antag: human MrgX1 receptor antagonism, primary screen. MRGX1-HEK293 calcium flux, Fluo-4, BAM8-22 antagonism; hits give low values. B-score at 10 µM. 1.3% of 310,000 active. AID 588676;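 active = calcium-response B-score plate-corrected more than 3 library SD below zero, starting fluorescence within 5 deviations, no agonist response on first addition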;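 note: peak minus trough fluorescence over baseline after final BAM8-22 challenge near maximal dose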
# Target sequence (Q96LB2 whole entry, looked up): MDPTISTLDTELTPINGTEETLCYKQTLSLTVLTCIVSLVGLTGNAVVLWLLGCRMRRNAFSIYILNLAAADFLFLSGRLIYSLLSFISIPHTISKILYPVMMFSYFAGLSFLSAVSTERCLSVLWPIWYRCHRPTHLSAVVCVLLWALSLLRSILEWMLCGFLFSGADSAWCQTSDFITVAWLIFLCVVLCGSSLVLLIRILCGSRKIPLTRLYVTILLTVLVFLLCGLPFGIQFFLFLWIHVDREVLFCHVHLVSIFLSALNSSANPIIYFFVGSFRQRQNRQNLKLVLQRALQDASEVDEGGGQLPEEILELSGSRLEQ
# KLF5 inhibitor: inhibitors of KLF5 expression. DLD-1 KLF5 promoter-luciferase reporter, luminescence. inhibition, % at 5 µM. 0.23% of 290,000 active. AID 1700;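 active = inhibition above a per-plate limit of that plate's mean compound inhibition plus 3 SD, cut at about 60% in these data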;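 note: 0% = DMSO wells and 100% = LY294002 at 200 µM; higher means less KLF5 promoter-driven luciferase light; inactives centre near -14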
# HIF act: HIF pathway transcriptional activation; U2OS HRE-luciferase reporter, luminescence; normalized: DMSO 0%, desferrioxamine 100%; activation, % at 7.5 µM (by protocol); 0.32% of 300,000 active;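 active = mean activation of at least 10% of the iron chelator positive control signal, with at least half of replicates also reaching 10%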
# IEC-6 cytotox: IEC-6 cytotoxicity, counter-screen for KLF5 inhibitors | 0.78% of 290,000 active | inhibition, % at 5 µM | AID 1825 | luminescence viability; in the data active = inhibition above about 22%;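 note: 0% = plate median of test compound wells and 100% = cytotoxic reference compound wells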
# SKKanGAS inh: inhibitors of SKKanGAS S. pyogenes growth in kanamycin (SK-promoter or general growth effect); BacTiter-Glo, 6 h; inhibition, % at 7.5 µM; 1.3% of 300,000 active; AID 1662;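 active = mean replicate score, as percent of positive control median, at least 50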;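 note: strain carries kanamycin resistance gene driven by streptokinase promoter and grows in 40 µg/ml kanamycin; loss of luminescence reflects streptokinase promoter inhibition or plain growth inhibition; 0% = median of DMSO wells and 100% = positive control at its reference dose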
# Active calls of the source: *; i = inactive; . = no result given.
entry	molecule	TRPC4 block	TRPC6 inh	TRPC4 PAM	aSyn UTR inh	TRPC4 act	TRPC6 activator
1	Cc1ccc(NC(=O)Cn2ccc(=O)[nH]c2=O)cc1	i	i	i	-13.9	i	i
2	COc1cc(OC)c(NC2=CC(=O)C(=O)c3ccccc32)cc1Cl	i	i	i	107.4*	i	i
3	Cc1cc(C)cc(NC(=S)N2CCC(NC(=O)C3CC3)CC2)c1	i	i	i	-6.8	i	i
4	O=C(N/N=C/C(Br)=C/c1ccccc1)c1ccncc1	i	i	i	-50.8	i	i
5	CC(C)Cc1nnc(NC(=O)CCC(=O)NC2CC2)s1	i	i	i	14.4	i	i
6	Cc1cc(NC(=O)CSc2nnc(C3CC3)n2-c2ccccc2)no1	i	i	i	13.4	i	i
7	COc1ccc(C(C)=O)cc1COc1cc(C)c(Cl)c(C)c1	i	i	i	10.7	i	i
8	Cn1c(=O)c2c(nc(CN3CCN(C(=O)c4ccco4)CC3)n2Cc2cccc(Cl)c2)n(C)c1=O	i	i	i	1.2	i	i
9	CCn1c(SCC(=O)N2CCCC2)nnc1-c1ccc(S(=O)(=O)N2CCCCCC2)cc1	i	i	i	22.9	i	i
10	O=C(Nc1ncnc2sc3c(c12)CCCCC3)c1ccco1	i	i	i	-21.1	i	i
11	COc1ccc(C(=O)Nc2ccc(Cl)cc2C(=O)NCc2ccco2)cc1	i	i	i	-28.3	i	i
12	CC(C)OC(=O)CSc1nnc(-c2ccco2)n1N	i	i	i	-20.9	i	i

entry	MrgX1 antag	KLF5 inhibitor	HIF act	IEC-6 cytotox	SKKanGAS inh
1	i	-20.5	0.9	0.1	2.4
2	i	42.2	3.4	77.7*	42.0
3	i	-3.0	0.5	1.1	-0.7
4	i	-26.7	5.0	5.9	-7.4
5	i	-22.6	0.0	-8.0	4.7
6	i	-22.5	-0.1	-2.1	-4.2
7	i	-154.7	-0.1	0.9	50.0*
8	i	-14.7	0.0	-1.3	1.6
9	i	-22.0	-0.6	0.0	5.7
10	i	13.0	0.1	3.4	-13.5
11	i	-4.1	1.7	2.1	6.9
12	i	-17.1	0.6	-1.6	-9.9

# Some of the entries above in another layout:
entry | structure | TRPC4 block | TRPC6 inh | TRPC4 PAM | aSyn UTR inh | TRPC4 act | TRPC6 activator | MrgX1 antag | KLF5 inhibitor | HIF act | IEC-6 cytotox | SKKanGAS inh
9 | CCn1c(SCC(=O)N2CCCC2)nnc1-c1ccc(S(=O)(=O)N2CCCCCC2)cc1 | i | i | i | 22.9 | i | i | i | -22.0 | -0.6 | 0.0 | 5.7
10 | O=C(Nc1ncnc2sc3c(c12)CCCCC3)c1ccco1 | i | i | i | -21.1 | i | i | i | 13.0 | 0.1 | 3.4 | -13.5
11 | COc1ccc(C(=O)Nc2ccc(Cl)cc2C(=O)NCc2ccco2)cc1 | i | i | i | -28.3 | i | i | i | -4.1 | 1.7 | 2.1 | 6.9

# (cont.)
entry	molecule	TRPC4 block	TRPC6 inh	TRPC4 PAM	aSyn UTR inh	TRPC4 act	TRPC6 activator
13	COc1ccc(S(=O)(=O)N2CCOCC2)cc1NC(=O)c1ccccc1C	i	i	i	12.6	i	i
14	COc1ccc(C2=NN(C(=S)Nc3ccccc3)C(c3ccccc3)C2)cc1 (stereo unspecified)	i	i	i	-3.6	i	i
15	O=C(CN1C(=O)c2ccccc2C1=O)OCC(=O)N1CCN(c2ccccc2)CC1	i	i	i	2.1	i	i
16	O=C(Cc1ccc([N+](=O)[O-])cc1)Nc1ccc2c(c1)C(=O)NC2=O	i	i	i	9.5	i	i
17	O=C(CS(=O)(=O)c1ccc(F)cc1)Nc1nnc(-c2cccs2)o1	i	i	i	-9.8	i	i
18	COc1cccc(C(=O)/C=C/Nc2ccc(S(=O)(=O)Nc3cc(OC)nc(OC)n3)cc2)c1	i	i	i	-17.8	i	i
19	O=C(Nc1ccccc1F)C1CCCC1	i	i	i	0.2	i	i
20	O=C(NCCO)c1cc2ccccc2c(=O)s1	i	i	i	-15.7	i	i
21	Cc1ccc(N2CC(C(=O)NCc3ccc4c(c3)OCO4)CC2=O)cc1C (stereo unspecified)	i	i	i	26.5	i	i
22	Cc1ccccc1C(=O)c1cccn1CC(=O)NC(C)CCc1ccccc1 (stereo unspecified)	i	i	i	-4.7	i	i
23	COc1ccc(-c2coc3c(C)c4oc(=O)c(CC(=O)O)c(C)c4cc23)cc1	i	i	i	2.1	i	i
24	CC(C)c1ccc(C(=O)NCCCN2CCOCC2)cc1	i	i	i	-39.3	i	i

entry	MrgX1 antag	KLF5 inhibitor	HIF act	IEC-6 cytotox	SKKanGAS inh
13	i	-8.9	-0.7	1.2	-8.7
14	i	-37.0	0.9	-1.0	1.1
15	i	.	-1.1	.	-1.3
16	i	-5.8	-0.2	0.3	-4.1
17	i	.	-0.3	.	3.6
18	i	-26.0	0.5	-0.6	24.9
19	i	.	-0.1	.	2.7
20	i	2.5	-0.1	2.8	-5.6
21	i	-43.2	0.0	-3.6	-18.9
22	i	-6.5	-0.4	-3.6	-12.4
23	.	-7.4	-1.1	0.3	12.1
24	i	-58.2	2.0	-5.3	-1.3

# New compounds follow.
entry	molecule	TRPC4 block	TRPC6 inh	TRPC4 PAM	aSyn UTR inh	TRPC4 act	TRPC6 activator
25	Cc1cc(C)cc(N(C(=O)c2nsc(Cl)c2Cl)C(C(=O)NC2CCCC2)c2ccc(O)cc2)c1 (stereo unspecified)	i	i	i	41.5	i	i
26	CCN(CC(=O)NCc1ccc(Cl)cc1)Cc1cc(=O)n2ccsc2n1	i	i	i	.	i	i
27	O=C(Nc1ccccc1)C1CC(O)CN1S(=O)(=O)c1ccc([N+](=O)[O-])cc1 (stereo unspecified)	i	i	i	5.4	i	i
28	O=C(Nc1ccc(F)c(Cl)c1)Nc1ccc(Cl)cn1	i	i	i	-49.7	i	i
29	Cc1cccc(N2CCN(C(=O)c3cccc(NC4=NC5CS(=O)(=O)CC5S4)c3)CC2)c1C (stereo unspecified)	i	i	i	15.1	i	i
30	COc1ccc(/C=N/NC(=O)c2cc(-c3ccccc3)nc3ccccc23)c(C(=O)O)c1OC	i	i	i	4.4	i	i
31	O=C(COc1ccc(F)cc1)Nc1ccc(-n2cnnn2)cc1	i	i	i	-8.7	i	i
32	Cc1ccc(NC(=O)NCc2ccc3[nH]c(C)cc3c2)cc1	i	i	i	20.1	i	i
33	Fc1ccc(NC(=S)N2CCn3cccc3C2c2cccnc2)cc1 (stereo unspecified)	i	i	i	-31.9	i	i
34	Cc1ccc(S(=O)(=O)CCC(=O)Nc2nnc(-c3ccc(F)cc3)o2)cc1	i	i	i	0.8	i	i
35	Cc1ccc(NC(=O)CN(C)CC(=O)Nc2ccccc2Oc2ccccc2)cc1	i	i	i	-4.9	i	i
36	O/N=C(\c1ccccc1)c1nccc2ccccc12	i	i	i	25.3	i	i

entry	MrgX1 antag	KLF5 inhibitor	HIF act	IEC-6 cytotox	SKKanGAS inh
25	i	-7.4	0.0	3.8	3.4
26	i	14.7	.	-2.0	.
27	i	-7.7	-0.4	-3.4	12.9
28	i	-4.0	0.3	5.5	-6.0
29	i	7.5	-0.1	0.1	0.8
30	i	-53.4	-0.4	-5.0	-1.9
31	i	-5.1	-0.1	2.3	5.5
32	i	-16.7	-1.0	0.0	-0.3
33	i	-6.3	-0.1	3.2	3.1
34	i	.	-0.4	.	4.0
35	i	-13.1	-0.5	-1.4	-5.8
36	i	-15.2	-0.2	1.9	-5.8

# Additional entries
entry	molecule	TRPC4 block	TRPC6 inh	TRPC4 PAM	aSyn UTR inh	TRPC4 act	TRPC6 activator
37	CCCCCNc1nc(-c2ccccc2)cs1	i	i	i	-168.5	i	i
38	O=C(CCSc1nc2ccccc2s1)N/N=C/c1c(O)ccc2ccccc12	i	i	i	65.9*	i	i
39	CCOC(=O)/C(=C\C=C1/Sc2ccccc2N1CC)C(C)=O	i	i	i	35.5	i	i
40	CNC(=O)c1ccc(-c2nc(-c3ccccc3)cs2)cc1	i	i	i	-116.5	i	i
41	O=C(NCc1ccco1)c1ccc(NS(=O)(=O)c2cccc([N+](=O)[O-])c2)cc1	i	i	i	27.7	i	i
42	COc1ccc(/C=C(/NC(=O)c2ccccc2)C(=O)NC(Cc2c[nH]c3ccccc23)C(=O)O)cc1 (stereo unspecified)	i	i	i	.	i	i
43	COc1ccccc1N(CC(=O)NCCSc1ccccn1)S(=O)(=O)c1ccccc1	i	i	i	11.9	i	i
44	Cc1ccccc1C(=O)NC(=S)Nc1ccc2[nH]c(=O)[nH]c2c1	i	i	i	9.3	i	i
45	S=c1[nH]cc(Cc2ccccc2)s1	i	i	i	-2.1	i	i
46	CCN(C(=O)CSc1nnc(COc2cccc(C)c2)o1)c1nc(C)cs1	i	i	i	11.1	i	i
47	O=C(CSc1nncs1)N1CCN(S(=O)(=O)c2ccccc2)CC1	i	i	i	9.7	i	i
48	CN(Cc1cnccn1)C(=O)CC1C(=O)NCCN1Cc1ccc(F)cc1Cl (stereo unspecified)	i	i	i	-8.2	i	i

entry	MrgX1 antag	KLF5 inhibitor	HIF act	IEC-6 cytotox	SKKanGAS inh
37	i	-97.7	2.4	2.0	-1.1
38	i	-10.8	11.0*	1.5	4.7
39	i	-42.6	0.2	-6.3	-0.7
40	i	-143.1	2.5	3.2	-22.8
41	i	-4.8	-1.3	-2.8	4.0
42	i	-33.9	.	-3.8	.
43	i	-3.0	0.5	-5.5	-4.8
44	i	-9.9	0.0	4.2	-5.6
45	i	-9.7	-0.3	4.2	-3.9
46	i	-19.4	0.7	-3.9	-9.1
47	i	-16.2	-66.3	2.1	-5.6
48	i	10.3	-0.7	3.4	-1.7

# Continued:
entry	molecule	TRPC4 block	TRPC6 inh	TRPC4 PAM	aSyn UTR inh	TRPC4 act	TRPC6 activator
49	COc1ccccc1NC(=O)c1cc2c(s1)-c1ccccc1S(=O)(=O)C2	i	i	i	-6.1	i	i
50	O=C(Nc1nnc(CCS(=O)(=O)c2ccc3ccccc3c2)s1)c1ccc([N+](=O)[O-])cc1	i	i	i	5.7	i	i
51	N#CC(C(=O)c1ccccc1Cl)=C1SCCCS1	i	i	i	9.4	i	i
52	COc1ccc(-c2[nH]ncc2CN2C[C@@H]3CCC[C@H]2C3)c(F)c1	i	i	i	-19.4	i	i
53	CCOC(=O)C1CCN(CC(=O)Nc2cc(C)nn2-c2nc3ccccc3s2)CC1	i	i	i	26.4	i	i
54	COCCSc1ccccc1C(=O)Nc1ccc2c(c1)OCCO2	i	i	i	-35.0	i	i

entry	MrgX1 antag	KLF5 inhibitor	HIF act	IEC-6 cytotox	SKKanGAS inh
49	i	-1.3	-0.3	6.8	5.1
50	i	-15.1	-0.5	-2.2	-4.0
51	i	-24.1	-1.1	-7.1	-7.9
52	i	-9.6	-0.6	1.7	-4.0
53	.	-6.2	-2.4	-1.1	-2.4
54	i	-6.7	0.5	0.8	19.2
